Screening data from PubChem BioAssay.
CAL PDZ FP-1 = inhibitors of human CAL PDZ peptide binding. hit rate 0.02% among 330,000. AID 504414. inhibition, % at 20 µM. Q9HD26. purified CAL PDZ, TMR-peptide fluorescence polarization, 1 h;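 active = highest replicate inhibition of at least 40%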;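 note: plate controls were DMSO neutral control wells for no effect and unlabeled competitor peptide control wells for full effect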
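material = purified tagged CAL PDZ domain construct (CerCALP) | compound dosing = 20 µM, one dose | times = 1 h at RT | measured by = fluorescence polarization from S- and P-plane intensities, G-factor corrected | read-out = inhibition from polarization loss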
CAL PDZ FP-2 = blocks peptide binding to the human CAL PDZ domain; Q9HD26; purified CAL PDZ, TMR-peptide fluorescence polarization, 1 h; inhibition, % at 24.9 µM; hit rate 0.92% among 300,000; AID 602252;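 active = mean inhibition of at least 30% with at least half of replicates also reaching 30%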;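 note: 0% = DMSO neutral control and 100% = excess unlabeled competitor peptide PRC23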
V-ATPase pH = yeast V-ATPase proton transport regulation by pHLuorin. response, % at 10 µM. S. cerevisiae, pHLuorin cytosolic pH fluorescence. hit rate 0.37% among 350,000; in the data active = response mostly above about 7.3%, no sharp cut-off; inactive = mostly below about 5.4%; note: actives read high; inactives centre near 0; some compounds called inactive have numbers as strong as hits; reference of the scale not given here
NSD2 HMT inh = inhibitors of human histone methyltransferase NSD2. O96028. NSD2 peptide methylation, AlphaScreen, 120 min. inhibition, % at 12.5 µM. hit rate 0.54% among 310,000. AID 743445; in the data active = inhibition above about 50%
C-LANA FP = KSHV C-LANA DNA binding inhibition; hit rate 0.078% among 340,000; MBP-C-LANA/FAM-LBS DNA binding, fluorescence polarization; inhibition, % at 9 µM;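 active = highest replicate inhibition at or above 60% at 9 µM, even if other replicates fall short; inactive = all replicates below 60% inhibition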;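 note: 0% = neutral control wells and 100% = 4 µM acridine orange control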
Arrestin-AP2 inh = blocks beta-arrestin peptide binding to AP2 adaptin | FITC-arrestin peptide / GST-AP2 beads, flow cytometry; AP2 beta2 appendage carries R879A mutation | inhibition, % at 10 µM | hit rate 0.31% among 340,000;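 active = inhibition above a set limit, near 3 SD of compounds lacking own fluorescence, cut at about 54% in these data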;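 note: plate controls were DMSO wells for no effect and 5 µM unlabelled arrestin peptide for full effect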
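System: GST-AP2 R879A bound to glutathione beads, E. coli-expressed. Also added: 50 nM FITC-arrestin peptide. Schedule: compound with beads 12 min RT, then probe 1 h RT. Signal: bead flow cytometry, FITC channel. Read-out basis: percent response.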
RTF Ca sens inh = cardiac RTF calcium desensitization; P19429+P45379; IANBD-labeled cardiac RTF, Ca2+ fluorescence; inhibition, % at 7.15 µM; hit rate 0.12% among 340,000;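 active = inhibition above the mean inhibition of all tested compounds plus 3 SD, cut at about 17% in these data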;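 note: assay run at fixed EC70 calcium of 1.6 mM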
Keap1-Nrf2 PPI = disrupts human Keap1 binding to Nrf2 peptide | Q14145 | Keap1 Kelch-Nrf2 peptide fluorescence polarization, 1536-well | inhibition, % at 9.4 µM | hit rate 0.15% among 340,000 | AID 504523; in the data active = inhibition above about 12%;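 note: human Keap1 Kelch domain with fluorescein labeled Nrf2 9mer peptide probe; 0% = neutral control wells and 100% = peptide positive control; higher means more block of Keap1 binding to Nrf2 peptide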
DAGLB inh = blocks human DAGLB lipase activity; Q8NCG7; HEK293T DAGLB membrane lysate, EnzChek fluorogenic substrate; inhibition, % at 5.17 µM; hit rate 0.059% among 340,000; AID 504411; in the data active = inhibition above about 34%;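 note: 0% = enzyme with vehicle and 100% = wells lacking enzyme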
Pemphigus Ab inh = inhibitors of pemphigus antibody binding to human desmoglein-3; binding (percent of control), % at 10 µM; hit rate 0.48% among 310,000; DSG3-coupled beads, scFv-anti-DSG3-GFP binding, flow cytometry; active compounds read low; P32926;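 active = binding more than 3 SD below its plate's average and above zero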;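 note: hits lower antibody fragment binding to DSG3; some compounds called inactive have numbers as strong as hits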
Target sequence (P32926 whole entry, looked up, the tested form may be a part): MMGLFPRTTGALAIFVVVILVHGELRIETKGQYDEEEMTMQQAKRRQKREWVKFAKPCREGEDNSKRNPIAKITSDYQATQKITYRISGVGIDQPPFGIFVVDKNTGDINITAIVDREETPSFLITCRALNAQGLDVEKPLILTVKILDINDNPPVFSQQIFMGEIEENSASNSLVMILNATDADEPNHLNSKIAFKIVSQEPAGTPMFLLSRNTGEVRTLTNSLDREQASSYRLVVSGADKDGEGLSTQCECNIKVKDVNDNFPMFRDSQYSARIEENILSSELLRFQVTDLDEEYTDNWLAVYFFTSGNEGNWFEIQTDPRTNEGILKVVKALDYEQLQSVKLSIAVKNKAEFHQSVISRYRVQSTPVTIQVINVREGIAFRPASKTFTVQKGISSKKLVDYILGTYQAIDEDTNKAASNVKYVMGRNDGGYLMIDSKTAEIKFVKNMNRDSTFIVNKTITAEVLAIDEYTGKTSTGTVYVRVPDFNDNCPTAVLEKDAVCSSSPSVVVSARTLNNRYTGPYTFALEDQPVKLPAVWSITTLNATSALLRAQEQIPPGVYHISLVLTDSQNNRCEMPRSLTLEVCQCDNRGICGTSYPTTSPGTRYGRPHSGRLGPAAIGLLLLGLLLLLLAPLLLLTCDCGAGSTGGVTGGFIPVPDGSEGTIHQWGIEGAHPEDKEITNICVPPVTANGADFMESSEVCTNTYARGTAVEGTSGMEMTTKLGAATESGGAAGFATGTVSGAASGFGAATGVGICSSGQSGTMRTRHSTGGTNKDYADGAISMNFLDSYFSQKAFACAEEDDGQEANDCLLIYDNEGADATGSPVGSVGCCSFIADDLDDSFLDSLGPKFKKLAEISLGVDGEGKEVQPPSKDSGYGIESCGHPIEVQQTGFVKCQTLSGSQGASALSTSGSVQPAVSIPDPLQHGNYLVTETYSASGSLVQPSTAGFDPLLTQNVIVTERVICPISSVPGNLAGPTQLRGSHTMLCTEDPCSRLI
* = called active by the depositor; x = no result given.

SMILES	CAL PDZ FP-1	CAL PDZ FP-2	V-ATPase pH	NSD2 HMT inh	C-LANA FP	Arrestin-AP2 inh	RTF Ca sens inh	Keap1-Nrf2 PPI	DAGLB inh	Pemphigus Ab inh
COc1ccc2oc(C(=O)OCC(=O)N3CCN(C(C)=O)CC3)c(C)c2c1	-1.6	-3.5	-1.4	1.5	2.9	-24.4	-8.1	0.4	-1.4	99.6
Cc1cccc(NC(=O)CN(C)C(=O)C2CC2)c1C	-1.2	1.3	5.0	7.0	0.6	1.5	-4.7	-3.5	0.5	99.7
COc1ccccc1/C=C/C=c1\sc2nc(=O)c(Cc3ccccc3)nn2c1=O	-0.5	-2.6	-3.0	1.9	3.1	29.4	11.6	-2.2	12.0	x
COC(=O)c1cnc(SCc2ccc([N+](=O)[O-])cc2)n1C	x	x	0.2	7.2	x	38.9	x	x	x	103.2
Cc1cc(N2CCOCC2)ccc1/C=C\[N+](=O)[O-]	-3.0	-2.2	3.8	-5.2	-0.3	4.6	-0.4	-3.2	1.5	98.2
C=CCn1c(N)c(C(=O)Nc2ccc(C)cc2)sc1=S	-0.7	-5.5	-0.7	38.1	1.4	0.6	3.5	-0.3	-1.7	104.9
C/C(=N\N=C(/C)c1cccc(N)c1)c1cccc(N)c1	x	x	0.3	2.1	x	29.0	x	x	x	109.5
Fc1ccccc1NC(=S)NCCc1ccccc1	-1.0	-7.1	1.3	-3.8	0.5	4.0	-1.3	-7.1	-2.6	109.0
O=C(O)c1ccc(NC(=S)N2CCCCC2)cc1	-0.5	-4.0	0.3	-1.3	-0.5	18.7	-2.4	3.1	0.5	99.6
CC1(C(=O)Nc2nnc(SCc3ccccc3)s2)Cc2ccccc2C(=O)O1 (stereo not given)	-1.4	x	-1.5	0.4	1.2	0.6	-8.1	-7.4	4.9	98.2
CC(=O)Nc1cccc(C(=O)OCC(=O)NNC(=O)c2cccs2)c1	-0.9	-1.9	0.5	0.1	-0.5	36.3	-40.4	-2.7	0.1	115.4
CCn1c(SC(C)C)nnc1-c1cc(-c2ccccc2)sc1N	-0.7	-3.9	2.2	-0.3	0.2	14.1	1.4	-0.5	-2.3	101.5
O=C(Nc1ccc(F)cc1)c1cccc2c1C(=O)N(Cc1ccccn1)C2	-2.7	x	-1.9	x	0.6	2.4	-1.2	4.4	-1.4	100.3
COc1ccc(N2C(=O)C(Cl)=C(N3CCCC3)C2=O)cc1	-1.2	-1.4	0.7	-2.4	-0.6	4.5	2.6	-4.6	-6.9	96.1
COc1cccc(CNC(=O)c2ccc(C)c(NC3=NC4CS(=O)(=O)CC4S3)c2)c1 (stereo not given)	-1.2	x	6.8	x	0.5	12.0	0.7	-2.2	2.1	84.1
CCOC(=O)c1oc2c(C)c(O)ccc2c(=O)c1-c1nncn1-c1ccccc1	-1.8	-3.4	3.2	1.0	-1.0	2.9	2.5	-3.1	-1.8	x
CCCOc1ccccc1C1NC(=O)NC(C)=C1C(=O)OCc1ccccc1 (stereo not given)	-0.7	-1.9	1.9	1.0	-1.2	-4.8	-1.4	-4.4	1.2	99.4
O=C(COc1ccc2c3c(c(=O)oc2c1)CCC3)Nc1ccc(CN2CCOCC2)cc1	-2.5	0.5	4.5	-4.5	-0.7	7.9	-11.3	-3.4	0.0	97.4
O=C1OCc2ccc([N+](=O)[O-])cc21	-0.9	x	0.4	-1.7	3.8	-14.2	-1.4	-3.9	0.5	95.4
Cc1cc2occ(CC(=O)N(CCC(C)C)c3c(N)n(Cc4ccccc4)c(=O)[nH]c3=O)c2cc1C	-2.5	-1.9	-3.4	-1.3	-0.1	27.0	-1.0	-5.6	1.9	101.8
Cc1ccc2c(c1)N(CC(=O)NC1CCCC1)C(=O)C(C)O2 (stereo not given)	-3.1	-4.4	-2.5	-2.2	-0.5	-1.7	-1.4	0.3	1.5	95.7
O=C(NC1CCN(Cc2ccccc2)CC1)C1CCN(S(=O)(=O)c2ccccc2)CC1	-1.1	3.6	0.7	-4.3	2.1	-7.4	8.5	1.4	1.1	109.6
Cc1ccc(CNC(=O)CSc2nc(N3CCCCC3)nc(N3CCCCC3)n2)cc1	-1.0	0.2	3.1	-0.6	0.2	-0.2	-8.7	-2.7	-4.7	x
CS(=O)(=O)N(CC(N)=O)Cc1ccc(Cl)cc1	-2.1	-23.7	1.2	24.0	-1.9	30.3	-5.6	3.6	1.5	x
Cc1cc2c(ncn2Cc2ccccc2)c(N)c1C	0.4	1.6	1.1	1.7	-1.6	17.5	-6.9	1.3	0.7	101.6
O=C(CN1C2CCCC1CC(NC(=O)C1CCCCC1)C2)Nc1ccccc1C(F)(F)F (stereo not given)	-0.9	-3.8	1.2	-5.7	-1.4	6.0	-18.4	0.8	-5.6	101.8
CSc1nc2ccc(N3C(=O)C4CCCCC4C3=O)cc2s1 (stereo not given)	x	-0.8	-4.4	-0.8	-1.1	12.2	0.7	-4.4	0.9	101.8
C[C@H](O)[C@@H]1C(=O)N2CCc3ccc(N4CCN(C)CC4)cc3[C@@H]2C[C@@H]1N(C)C(=O)Nc1cc(Cl)cc(Cl)c1	0.4	-9.0	1.0	x	-0.3	15.8	-3.6	0.3	-0.1	108.3
CC1(C)NC(=O)N(CCCCOc2ccc(Cl)cc2C=O)C1=O	-3.4	x	1.5	-4.5	-0.4	2.3	-6.6	-2.5	2.6	105.6
COc1ccc(C(C)=O)cc1COC(=O)c1ccc(S(=O)(=O)N2CCOCC2)cc1	x	0.4	5.7	-4.4	0.8	5.6	0.1	3.3	-1.5	100.6
COc1ccccc1OCC(=O)Nc1ccc(S(=O)(=O)N(C)c2ccccc2)cc1	-3.0	-1.0	1.6	-1.2	2.1	-16.4	-8.5	1.6	-4.0	105.5
CCn1cc(C(=O)NCC2COc3ccccc3O2)c2cc(OC)c(OC)cc2c1=O (stereo not given)	-1.8	13.1	-3.6	4.3	-1.6	15.2	7.5	1.7	-0.8	x
Cc1nn(-c2ccccc2)c(=S)n1-c1ccccc1	-2.6	-0.9	3.5	0.9	-0.2	-16.4	2.3	-5.6	-2.1	105.6
Cc1cccc(CSC2=CS(=O)(=O)c3ccccc3N2)c1	-1.5	-4.8	-1.6	-2.6	-1.1	-1.6	0.7	-3.5	-4.0	103.7
CCN(C(=O)C(C)Sc1ccc(S(=O)(=O)N2CCN(C)CC2)cn1)c1ccccc1 (stereo not given)	-1.5	-1.8	0.4	-0.6	-1.8	-0.9	-3.3	-3.4	1.0	111.4
COc1cccc(NC(=O)COC(=O)CCC(=O)c2cccs2)c1	0.2	-0.5	-1.6	-12.5	3.5	-15.6	-3.9	0.1	-2.9	105.0
CCN(C(=O)c1c(C)cc(=O)oc1C)c1ccc2c(c1)OCO2	-2.2	8.5	-2.0	-2.0	-0.7	20.0	6.6	4.4	-0.8	95.3
O=C(NCCc1cccs1)c1ccc(Cl)c(Cl)c1	-2.7	-2.0	8.8*	-3.0	-0.2	15.5	3.4	-3.0	-3.2	102.3
Cc1ccc2[nH]c(C)c(CC(=O)NCc3ccccc3)c2c1	-1.5	-3.2	-0.1	-0.5	0.6	-6.9	-2.3	-1.0	-1.0	97.1
COc1ccc(C(C)=O)cc1COC(=O)Cc1cc(OC)c(OC)c(OC)c1	-2.5	x	-3.0	31.7	-0.3	-8.9	-18.6	-8.2	2.1	95.3
CCC(=O)Nc1ccc2c(c1)ncn2-c1ccccc1	-1.1	x	0.9	1.8	-0.2	1.8	-4.5	2.3	0.9	102.5
COCCNS(=O)(=O)c1ccc(-c2ccc(S(=O)(=O)NCCOC)cc2)cc1	-0.8	3.5	-1.4	-1.8	-0.8	6.4	-7.7	1.8	0.5	101.3
Cc1ccc(CNC(=O)CCCNS(=O)(=O)c2cccc3nonc23)cc1	0.4	-3.7	1.9	-3.1	-1.4	-9.3	1.2	-1.8	-1.1	84.2
Cc1nn(S(=O)(=O)c2ccc(Cl)cc2)c(C)c1Sc1ccc([N+](=O)[O-])cc1	-2.7	0.6	-3.6	5.7	-0.3	-2.6	0.6	7.9	-0.1	129.0
CCOC(=O)N1CCN(C(=O)C2CCC(CNS(=O)(=O)c3ccccc3)CC2)CC1 (stereo not given)	-1.6	-1.0	-2.1	2.3	-0.7	3.4	6.0	-3.9	-2.7	106.3
COC(=O)c1c(C)[nH]c(O)c1C=Nc1ccc(C#N)cc1	-2.4	-3.4	2.7	4.9	6.0	7.6	-4.2	-3.4	-0.3	108.0
CCOC(=O)COc1ccccc1/C=N\NC(=O)c1cc2c(ccc3ccccc32)o1	-8.2	-4.6	-5.0	-1.5	0.8	2.7	-2.8	-3.3	-7.1	104.2
O=C(Nc1cccnc1)c1ccc(Cl)c(S(=O)(=O)N2CCc3ccccc32)c1	-0.9	0.4	-0.8	-0.8	0.9	-2.2	-6.6	-5.8	-0.6	98.9
Cc1nc2ccccc2n1S(=O)(=O)c1ccc(S(=O)(=O)N2CCCCCC2)cc1	-1.0	-2.3	-11.6	x	-0.8	7.6	0.1	-5.6	2.3	97.8
COc1ccc(NC(=S)NNC(=O)c2cccs2)cc1	0.8	-4.6	-0.8	-1.4	-1.2	25.7	-7.6	-2.0	-0.3	114.5
O=S(=O)(CCSc1nc2ccccc2o1)c1nc2ccccc2s1	-0.9	3.1	-2.6	0.2	-0.9	-0.2	-5.7	-4.0	5.2	99.7
C=CCN1C(=O)C2(OCCCO2)c2cc(CCCC)ccc21	-1.4	x	3.1	-0.1	0.3	33.6	0.2	3.4	-8.4	98.0
CNC(=S)N1CCc2ccccc2C1	-0.8	-2.9	3.8	3.5	3.5	-31.3	-11.8	0.5	3.4	x
Cc1ccccc1NC(=O)CCCNC(=O)c1ccc(Cl)cc1	1.1	4.1	-5.2	-3.1	0.7	-1.3	-10.6	-2.6	-3.4	97.8
COc1ccc(CNS(=O)(=O)c2ccc(Br)s2)cc1	-0.9	-5.4	3.5	-1.0	-0.2	7.8	0.7	0.2	-2.0	108.7
O=C(O)CCC(=O)Nc1ccc(OCC(=O)O)cc1	0.6	-1.6	-3.1	-1.5	0.3	10.8	-0.6	-2.6	-0.1	99.3
Cc1ccc(-c2nn(C)c(=O)c3ccccc23)cc1S(=O)(=O)N1CCOCC1	-3.2	4.2	-6.4	-2.0	0.6	-2.8	-7.7	-4.2	3.0	98.2
CCCn1c(SCC(=O)NC2CCCCC2)nnc1-c1ccncc1	-2.4	-2.9	2.4	-3.6	3.3	-1.0	-2.3	7.2	1.5	96.8

Part of the list above, limited to NSD2 HMT inh and Pemphigus Ab inh:
| SMILES | NSD2 HMT inh | Pemphigus Ab inh |
| --- | --- | --- |
| O=C(O)CCC(=O)Nc1ccc(OCC(=O)O)cc1 | -1.5 | 99.3 |
| CCC(=O)Nc1ccc2c(c1)ncn2-c1ccccc1 | 1.8 | 102.5 |

This is a subset, so the mix of outcomes need not match the whole.
